IDE act – IDE (human) activation, cell-based; P14735; HEK cells, FAbeta-B cleavage, fluorescence polarization; 0% vehicle, 100% cell-free pure enzyme wells; activation, % at 5.96 µM; hit rate 0.073% among 340,000;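 active = activation above the mean of all tested compounds plus 3 SD, set per screening campaign, cut at about 17% in these data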
MEKK2 mut-MEK5 – signal of MEK5 binding to mutant human MEKK2 PB1 domain; bead flow cytometry, Alexa488-MEK5 binding to MEKK2 mutant; percent response, % at 10 µM; hit rate 0.35% among 290,000; in the data active = percent response above about 24%, passing the limit was not always enough; also: inactives centre near 1; some results filed as inactive read as strong as hits; reference of the scale not given here
NALP1 inh – inhibitors of NALP1 inflammasome in yeast; AID 2071; S. cerevisiae NALP1/ASC/caspase-1 growth, X-gal OD620, 72 h; inhibition, % at 10 µM; hit rate 0.61% among 280,000; in the data active = inhibition mostly above about 24%, no sharp cut-off; inactive = mostly below about 32%; also: some compounds called inactive have numbers as strong as hits
M18AAP inhibitor – PfM18AAP enzyme inhibition. recombinant PfM18AAP, H-Glu-NHMec fluorogenic cleavage. inhibition, % at 7.35 µM. hit rate 1.2% among 290,000;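 active = inhibition above the campaign mean inhibition over all tested compounds plus 3 SD, cut at about 28% in these data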;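 also: 0% = plate median of test compound wells and 100% = 2 mM ZnCl2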
IDE inh – inhibits human insulin-degrading enzyme in HEK cells | P14735 | FAbetaB cleavage, fluorescence polarization | inhibition, % at 5.59 µM | hit rate 0.41% among 320,000;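 active = percent inhibition above the average of all tested compounds plus 3 SD, set per screening campaign, cut at about 16% in these data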;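 also: IDE supplied by intact live HEK cells; FP after avidin binding of uncleaved biotin substrate so inhibition keeps polarization high; 0% = DMSO wells and 100% = 60 µM reference IDE inhibitor Ii1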
MEKK3 PB1 HTS – MEKK3-MEK5 PB1 interaction, increase or decrease. Q99759. bead-based flow cytometry, Alexa488-MEK5 binding to MEKK3; actives lie on both sides; 0 = blocked by unlabeled MEK5, 100 = vehicle. binding response (% of control), % at 10 µM. hit rate 1.4% among 290,000. AID 1529;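 active = binding response more than 3 SD above or below the average of its plate-row segment, actives on both sides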;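 also: Alexa488 bead fluorescence after subtracting the streptavidin-only scavenger bead signal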
Target sequence (Q99759 whole entry, looked up): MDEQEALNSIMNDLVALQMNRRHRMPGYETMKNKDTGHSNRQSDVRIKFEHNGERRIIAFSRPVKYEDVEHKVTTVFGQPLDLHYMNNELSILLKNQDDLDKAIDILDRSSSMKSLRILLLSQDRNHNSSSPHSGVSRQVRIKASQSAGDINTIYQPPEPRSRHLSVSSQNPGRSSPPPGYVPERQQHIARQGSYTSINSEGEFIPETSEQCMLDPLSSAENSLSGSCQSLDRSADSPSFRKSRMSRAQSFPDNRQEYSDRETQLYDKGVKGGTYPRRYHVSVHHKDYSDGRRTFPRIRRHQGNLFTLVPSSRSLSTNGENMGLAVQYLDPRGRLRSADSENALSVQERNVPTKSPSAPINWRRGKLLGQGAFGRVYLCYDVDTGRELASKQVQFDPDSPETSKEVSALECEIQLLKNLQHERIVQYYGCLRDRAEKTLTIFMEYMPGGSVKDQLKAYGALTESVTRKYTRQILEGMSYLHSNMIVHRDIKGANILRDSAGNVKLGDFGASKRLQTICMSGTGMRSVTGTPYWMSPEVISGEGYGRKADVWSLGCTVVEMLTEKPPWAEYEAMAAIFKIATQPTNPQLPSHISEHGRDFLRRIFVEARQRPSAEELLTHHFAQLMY
UBC9 SUMO inh – SUMOylation inhibition; P63279; AID 2006; inhibition, % at 35 µM; HTRF SUMOylation assay, SAE1/SAE2 + UBC9, in vitro; hit rate 0.36% among 290,000; in the data active = inhibition above about 50%, passing the limit was not always enough; also: strong numbers were not always called active
Target sequence (P63279 whole entry, looked up): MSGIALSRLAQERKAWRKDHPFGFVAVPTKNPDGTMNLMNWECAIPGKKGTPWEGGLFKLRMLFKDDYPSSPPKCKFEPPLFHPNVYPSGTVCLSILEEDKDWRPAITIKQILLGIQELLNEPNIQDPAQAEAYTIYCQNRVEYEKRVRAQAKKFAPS
MEKK2wt PB1 HTS – raises or lowers MEK5 binding to wildtype human MEKK2 PB1 domain; bead flow cytometry, Alexa488-MEK5 binding to MEKK2 WT; actives lie on both sides; binding response (% of control), % at 10 µM; hit rate 1.1% among 290,000; AID 1531; in the data active = binding response below about 67% or above about 130%
p-CIP stab down – lowers stability of the mouse p/CIP coactivator protein; hit rate 0.01% among 290,000; F442A p/CIP-EGFP cells, EGFP fluorescence, 16 h; decrease of EGFP signal, % at 10 µM;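 active = EGFP signal decrease of at least 30% at 10 µM or well 3 SD below plate mean, unless failing retest; inactive = the rest, including hits failing retest or dose response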; also: some compounds called inactive have numbers as strong as hits; many of its hits are not listed in these tables
Numbers without * were called inactive; . = no result given. This is a subset (hit frequency here may not be typical).

SMILES	IDE act	MEKK2 mut-MEK5	NALP1 inh	M18AAP inhibitor	IDE inh	MEKK3 PB1 HTS	UBC9 SUMO inh	MEKK2wt PB1 HTS	p-CIP stab down
CCN(CC)CC(=O)Nc1ccc2c(c1)Nc1ccccc1CC2	3	13	16	-9	4	109	5	135*	2
Cc1ccc2nc(/C(C#N)=C\c3cc(O)ccc3[N+](=O)[O-])[nH]c2c1	6	-7	5	23	0	96	9	92	0
CCOc1ccc(NC(=O)CSc2nnc(C3CC3)n2C)cc1	2	-1	10	5	5	93	8	97	-16
Cc1nnc(N2CCOCC2)c2ccccc12	-3	1	5	-5	5	101	9	104	-5
CN(C)C1=NCCN1CCC1CCCC1	4	-4	7	-2	-1	97	3	104	-11
O=C(Nc1ccc(O)c(-c2nc3ccccc3o2)c1)C1(c2ccc(Cl)cc2)CCCC1	4	10	5	1	7	97	44	109	0
C/C(=N\NC(=O)c1cccs1)c1c(O)cc(C)oc1=O	2	3	8	-5	-1	100	3	106	38
COc1ccc(C2=NN(C(=O)CCC(=O)O)C(c3ccccc3OC)C2)cc1 (stereo not given)	1	3	-4	5	2	105	11	106	8
CC1Cc2ccccc2N1C(=O)CSc1nnc(-c2ccc(S(=O)(=O)N3CCCC3)cc2)o1 (stereo not given)	-4	-1	-2	0	-1	102	30	94	-10
COC(=O)/C(=C\C(=O)c1ccccc1)Nc1ccc(OC)cc1	-9	-9	22	-15	3	93	5	96	-4
Cc1ccc(C(=O)Nc2ccc3nccnc3c2)cc1	-2	-5	-3	9	5	99	21	102	-15
O=[n+]1c2c(n([O-])c3cc(Br)ccc31)CCC2	2	0	21	2	-1	101	25	99	-13
Cc1ccc(C(=O)/C=C/Nc2cccc([N+](=O)[O-])c2)o1	4	-1	34	3	0	99	10	96	-11
O=C(CSc1nnc(NC(=O)c2c(F)cccc2F)s1)NC1CC1	5	-5	15	-1	-6	98	1	92	-12
Cc1ccc(C(=O)C2=C(O)C(=O)N(Cc3ccccc3)C2c2cccnc2)o1 (stereo not given)	6	2	22	-2	-3	100	-8	103	-7
O=C(NCC(=O)N(CCN1CCOCC1)C(C(=O)NC1CCCC1)c1ccccc1)c1cccs1 (stereo not given)	4	-4	7	0	2	79	25	88	-14
CC(O)c1nc2ccc(Cc3ccc4nc(C(C)O)[nH]c4c3)cc2[nH]1 (stereo not given)	2	0	20	-3	0	98	14	104	3
CN(C)c1ccc(Nc2nc(-c3cccnc3)cs2)cc1	-1	14	3	12	4	105	-6	107	-3
COC(C(=O)Nc1ccc(Br)cc1F)c1ccccc1 (stereo not given)	-7	1	10	4	2	99	2	101	-2
CCOC(=O)c1ccn(-c2nc(-c3ccco3)cc(C(F)(F)F)n2)n1	-3	-2	23	2	1	99	3	99	8
Cc1nn(Cc2cccc(F)c2)c(C)c1NC(=O)c1c(Cl)cnn1C	2	-2	24	-2	4	103	7	104	-9
Cc1ccc(N(C(=O)c2csnn2)C(C(=O)NC2CCCCC2)c2cccnc2)cc1C (stereo not given)	-4	1	3	9	5	100	17	95	-14
COc1ccc(-c2cc(C(=O)OCc3ccccn3)c3ccccc3n2)cc1	2	-3	21	-1	0	103	23	100	-5
Cc1ccc(S(=O)(=O)N2CCCOC2CNC(=O)C(=O)NCc2cccs2)cc1 (stereo not given)	0	4	32	-6	0	114	14	98	-19
Cc1cc(C)c2c(N)c3ccccc3nc2n1	-2	-4	33	7	0	96	39	98	-6
NS(=O)(=O)c1ccc(NC(=S)N2CCN(C(=O)C3CCCO3)CC2)cc1 (stereo not given)	2	0	-2	47*	2	98	1	99	-2
COc1cc(CNC2CCCCCCC2)c(Br)cc1OCCO	8	14	7	-7	3	103	0	116	0
CC[N+](CC)(CC)CC(=O)Nc1ccc(SC(F)F)cc1	2	0	-6	-1	-2	106	5	108	-2
Clc1cccc(Cl)c1/C=C/c1nc2ccccc2[nH]1	-7	0	10	5	3	89	21	96	4
COc1cc(C(=O)NCCOC(=O)c2cccc(N(C)C)c2)cc(OC)c1OC	6	-5	7	4	0	98	6	96	-3
COc1ccccc1N1CCN(C(=O)c2ccc(CN3CCc4ccccc4C3)cc2)CC1	-4	3	0	2	3	100	-6	106	2
O=C1OC(Nc2nc(-c3ccc(F)cc3)cs2)c2ccccc21 (stereo not given)	-5	-6	21	-3	.	102	-9	99	-13
O=C(c1ccc(F)cc1Cl)N(c1ccccn1)C1CCCCC1	7	1	-16	-3	3	102	11	104	0
COc1cccc(C(=O)N/N=C/c2ccc(OC3CSC3)cc2)c1	-3	13	5	-9	-1	101	0	100	-5
Cc1ccc(C(=O)N/N=C\c2ccc([N+](=O)[O-])s2)cn1	10	-3	16	4	-2	93	5	92	-2
Oc1ccc(-n2nnnc2SCc2ccccc2Br)cc1	-4	0	9	-1	.	109	-15	102	-3
O=C1C2C3C=CC(C3)C2C(=O)N1c1nccs1 (stereo not given)	-2	0	26	0	-1	100	15	102	-15
COC(=O)C1CCN(C(=O)COC(=O)c2n[nH]c3ccccc23)CC1	1	-3	.	0	1	95	.	95	.
CC[n+]1cc(-c2ccccc2)nc(N2CCOCC2)n1	-6	2	3	-11	1	97	-2	97	6
CCN(CC)C(=O)C[n+]1cccc(/C=N/O)c1	-1	-1	18	8	-5	101	17	102	0

Four structures out of the list, arranged by length of the SMILES, largest number first:
SMILES	IDE act	MEKK2 mut-MEK5	NALP1 inh	M18AAP inhibitor	IDE inh	MEKK3 PB1 HTS	UBC9 SUMO inh	MEKK2wt PB1 HTS	p-CIP stab down
Cc1ccc(C(=O)C2=C(O)C(=O)N(Cc3ccccc3)C2c2cccnc2)o1 (stereo not given)	6	2	22	-2	-3	100	-8	103	-7
CC(O)c1nc2ccc(Cc3ccc4nc(C(C)O)[nH]c4c3)cc2[nH]1 (stereo not given)	2	0	20	-3	0	98	14	104	3
Cc1ccc(C(=O)Nc2ccc3nccnc3c2)cc1	-2	-5	-3	9	5	99	21	102	-15
CN(C)C1=NCCN1CCC1CCCC1	4	-4	7	-2	-1	97	3	104	-11

Further records:
SMILES	IDE act	MEKK2 mut-MEK5	NALP1 inh	M18AAP inhibitor	IDE inh	MEKK3 PB1 HTS	UBC9 SUMO inh	MEKK2wt PB1 HTS	p-CIP stab down
CC1=C(C(=O)OCc2ccccc2)C(c2ccc([N+](=O)[O-])cc2)NC(=O)N1 (stereo not given)	-9	2	.	-7	5	104	-1	105	4
O=S(=O)(Nc1cc(S(=O)(=O)N2CCOCC2)ccc1N1CCCC1)c1cccs1	3	2	10	21	4	102	-8	103	18
O=C(COC(=O)c1ccc2c(c1)OCCO2)NCCC1=CCCCC1	5	1	-8	5	0	109	-8	110	4
COc1ccc(-c2nc3ccccc3c(=O)n2-c2c(C)n(C)n(-c3ccccc3)c2=O)cc1	6	-5	-6	-7	-2	95	8	96	2
Cn1c(CCC(=O)OCC(=O)NCc2ccc3c(c2)OCO3)nc(=O)c2ccccc21	6	-1	-7	3	-2	108	0	101	-36
O=C(NCc1ccccc1)c1ccc2c(c1)C(=O)N(CC1CCCO1)C2=O (stereo not given)	7	-5	27	1	-2	98	-1	103	5
N#C/C(=C(/O)CCl)c1nc2ccccc2[nH]1	-2	-10	-1	19	1	77	-3	84	2
CCn1c(=O)c2cc(C(=O)NCCOC)sc2c2ccccc21	4	9	2	5	5	109	8	114	-6
Cc1ccc(C(=O)N2CC(=O)Nc3ccc(C)cc3C2c2ccccc2)cc1 (stereo not given)	0	2	11	2	.	104	0	100	-4
C=CCn1c(-c2ccc3ncccc3c2)n[nH]c1=S	1	-7	.	10	12	97	4	97	-4
CCc1nc2sc3c(c2c(=O)n1N)CC(C)(C)OC3	1	-4	42	-5	1	90	9	94	-1
CCOc1cc(CNc2ccc3[nH]c(=O)[nH]c3c2)ccc1OCC(=O)NC(C)(C)C	2	1	5	0	2	95	22	96	-13

Three records drawn at random from the list so far:
SMILES	IDE act	MEKK2 mut-MEK5	NALP1 inh	M18AAP inhibitor	IDE inh	MEKK3 PB1 HTS	UBC9 SUMO inh	MEKK2wt PB1 HTS	p-CIP stab down
Cn1c(CCC(=O)OCC(=O)NCc2ccc3c(c2)OCO3)nc(=O)c2ccccc21	6	-1	-7	3	-2	108	0	101	-36
O=C(NCc1ccccc1)c1ccc2c(c1)C(=O)N(CC1CCCO1)C2=O (stereo not given)	7	-5	27	1	-2	98	-1	103	5
O=S(=O)(Nc1cc(S(=O)(=O)N2CCOCC2)ccc1N1CCCC1)c1cccs1	3	2	10	21	4	102	-8	103	18

Individual results from the entries so far.
Value for `O=S(=O)(Nc1cc(S(=O)(=O)N2CCOCC2)ccc1N1CCCC1)c1cccs1` under IDE inh: 4
Value for `Cn1c(CCC(=O)OCC(=O)NCc2ccc3c(c2)OCO3)nc(=O)c2ccccc21` under NALP1 inh: -7
Value for `CC1=C(C(=O)OCc2ccccc2)C(c2ccc([N+](=O)[O-])cc2)NC(=O)N1` (stereo not given) under p-CIP stab down: 4
Value for `O=C(NCc1ccccc1)c1ccc2c(c1)C(=O)N(CC1CCCO1)C2=O` (stereo not given) under p-CIP stab down: 5
Value for `O=C(COC(=O)c1ccc2c(c1)OCCO2)NCCC1=CCCCC1` under MEKK2 mut-MEK5: 1
Value for `Cc1ccc(C(=O)N2CC(=O)Nc3ccc(C)cc3C2c2ccccc2)cc1` (stereo not given) under MEKK2wt PB1 HTS: 100
Value for `COc1ccc(-c2nc3ccccc3c(=O)n2-c2c(C)n(C)n(-c3ccccc3)c2=O)cc1` under p-CIP stab down: 2
